Compound activity from PubChem BioAssay.
FBW7 activator = human FBW7 E3 ligase activation, primary screen. AlphaScreen FBW7–phospho-cyclin E peptide binding, activator screen. normalized activity (activation), % at 26.1 µM. Q969H0. actives 0.13% (n = 650,000). AID 1259310; in the data active = normalized activity above about 1.9%;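 note: purified mutant Fbw7 with reduced substrate affinity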
GPR151 activ = human GPR151 activation; Q8TDV0; PathHunter beta-arrestin GPR151 cells, luminescence; activation, % at 11.2 µM; actives 1% (n = 650,000); AID 1508602; in the data active = activation above about 4.9%;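 note: 0% = median of compound wells and 100% = cells with positive control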
Target sequence (Q8TDV0 whole entry, looked up): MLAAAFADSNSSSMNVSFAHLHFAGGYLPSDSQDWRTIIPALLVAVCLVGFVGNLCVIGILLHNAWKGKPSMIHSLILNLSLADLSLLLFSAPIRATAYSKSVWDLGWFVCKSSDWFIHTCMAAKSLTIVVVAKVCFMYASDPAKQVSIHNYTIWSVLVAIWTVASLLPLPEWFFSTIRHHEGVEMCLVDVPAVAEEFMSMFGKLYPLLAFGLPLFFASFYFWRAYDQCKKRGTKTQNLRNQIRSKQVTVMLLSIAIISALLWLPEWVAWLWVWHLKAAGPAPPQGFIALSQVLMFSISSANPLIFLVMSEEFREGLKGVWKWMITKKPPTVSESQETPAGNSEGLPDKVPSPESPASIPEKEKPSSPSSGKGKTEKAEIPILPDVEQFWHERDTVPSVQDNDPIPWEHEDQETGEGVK
TEAD-YAP block = TEAD-YAP interaction inhibition; HEK-TIYL cells, TEAD-Gal4/YAP UAS-luciferase luminescence; inhibition, % at 9.12 µM; actives 1.4% (n = 640,000); in the data active = inhibition above about 32%;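 note: 0% = median of test compound wells and 100% = reference inhibitor wells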
MITF primary = human MITF inhibition, primary screen; O75030; AlphaScreen MITF homodimerization, bead proximity signal; inhibition, % at 2.6 µM; actives 0.91% (n = 650,000); AID 1259374; in the data active = inhibition above about 50%;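 note: 0% = vehicle wells with protein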
Target sequence (O75030 whole entry, looked up): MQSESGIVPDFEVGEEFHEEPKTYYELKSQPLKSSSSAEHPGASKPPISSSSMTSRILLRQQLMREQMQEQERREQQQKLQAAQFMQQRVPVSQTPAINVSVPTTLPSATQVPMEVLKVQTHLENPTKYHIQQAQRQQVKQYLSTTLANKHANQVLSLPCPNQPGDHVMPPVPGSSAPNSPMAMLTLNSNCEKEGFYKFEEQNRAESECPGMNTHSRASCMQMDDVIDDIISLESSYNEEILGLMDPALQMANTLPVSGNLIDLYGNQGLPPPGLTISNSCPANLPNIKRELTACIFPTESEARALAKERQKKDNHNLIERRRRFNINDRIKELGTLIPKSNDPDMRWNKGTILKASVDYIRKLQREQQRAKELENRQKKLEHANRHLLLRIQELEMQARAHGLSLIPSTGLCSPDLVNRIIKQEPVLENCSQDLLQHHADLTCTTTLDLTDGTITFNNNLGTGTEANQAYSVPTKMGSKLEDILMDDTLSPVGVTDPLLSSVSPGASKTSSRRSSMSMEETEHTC
An asterisk follows results filed as active.

A first look, 2 compounds:
canonical_smiles	FBW7 activator	GPR151 activ	TEAD-YAP block	MITF primary
O=C(CCn1c(=O)c2ccccc2n(CC(=O)NC2CCCC2)c1=O)NCc1ccco1	0.7	0.7	-15	26
Cc1cc(NC(=O)COC(=O)CNC(=O)c2cccc([N+](=O)[O-])c2)no1	0.0	0.8	5	-7

All compounds of this part (from the top)
canonical_smiles	FBW7 activator	GPR151 activ	TEAD-YAP block	MITF primary
O=C(CCn1c(=O)c2ccccc2n(CC(=O)NC2CCCC2)c1=O)NCc1ccco1	0.7	0.7	-15	26
Cc1cc(NC(=O)COC(=O)CNC(=O)c2cccc([N+](=O)[O-])c2)no1	0.0	0.8	5	-7
CCOC(=O)c1c(C)oc2nc(Cn3c(Cl)nc4c3c(=O)n(C)c(=O)n4C)nc(N)c12	-0.2	-0.2	1	-8
COC(=O)c1c(NC(=O)Cc2ccccc2)sc(C(=O)Nc2cccc(N)c2)c1C	0.1	-1.1	-15	-1
COc1ccc2[nH]c3c([N+](=O)[O-])ccc(Cl)c3c(=O)c2c1	0.1	-0.5	-8	0
Fc1ccccc1CN1CCN(c2ccccn2)CC1	-0.1	-0.9	-13	4
CC1CC(NC(=O)c2ccccc2Br)CC(C)(C)C1 (centres undefined)	0.0	1.5	-2	-10
CCOC(=O)C1=C(C)NC2=C(C(=O)CC(C)(C)C2)C1c1cc(C)ccc1C (centres undefined)	0.7	-0.1	7	10
COc1ccc(C(=O)C(OC(=O)CNC(=O)c2ccco2)c2ccccc2)cc1 (centres undefined)	0.1	-0.1	2	3
O=C(Nc1ccc(N2CCOCC2)cc1)C12CC3CC(CC(C3)C1)C2	0.0	-0.5	-10	2
COc1cc(NC(=O)c2cnn3cc(Br)cnc23)c(OC)cc1Cl	0.2	-0.2	9	13
COc1ccc(C2=NC(c3cccc(Cl)c3)NC(c3ccccc3O)C2)cc1 (centres undefined)	0.0	-0.7	-66	-3
CCNC(=O)/C(=C/c1ccco1)NC(=O)c1ccccc1	-0.4	-0.9	3	-3
Cc1cccc(C)c1NC(=O)C1(N(C)C(=O)Cn2cccc([N+](=O)[O-])c2=O)CCCCC1	0.2	0.8	-4	-8
O=[N+]([O-])c1ccccc1NC(=S)N/N=C/c1ccc(O)c(O)c1O	-1.1	1.3	49*	57*
CCC(NC(=O)c1cc(S(=O)(=O)N2CCc3ccccc32)cn1C)c1cccs1 (centres undefined)	-0.8	0.0	1	-4
COc1cccn2c(C(=O)Nc3cccc(Cl)c3)c(C(F)(F)F)nc12	0.0	1.3	10	1
CCOc1ccc(C2Nc3ccccc3NC3=C2C(=O)CC(c2ccc(OC)c(OC)c2)C3)cc1 (centres undefined)	0.0	-0.9	8	-5
CCOc1ccc(NCC(=O)N/N=C/c2cc(Cl)ccc2O)cc1	-0.2	-0.5	7	8
Nc1nonc1-c1nc2ccccc2n1CC(=O)N/N=C/c1cn[nH]c1-c1ccc(F)cc1	0.7	0.8	9	2

(further entries)
canonical_smiles	FBW7 activator	GPR151 activ	TEAD-YAP block	MITF primary
O=C(NCC1COc2ccccc2O1)c1ccc(NC(=O)c2ccc(Cl)cc2)cc1 (centres undefined)	0.1	-0.1	6	-1
CCCCCCc1nnc(NC(=O)c2ccc([N+](=O)[O-])c(Cl)c2)s1	1.0	-0.9	6	6
C=CCc1cccc2cc(C(=O)Nc3sc(C(=O)OCC)c(C)c3C(=O)OCC)c(=O)oc12	0.0	0.9	4	-2
COC(=O)CCN1C(=O)c2cccc3cccc(c23)C1=O	0.0	1.1	4	8
N#Cc1ccc(OCC(=O)Nc2nc(-c3ccc4c(c3)OCCO4)cs2)cc1	0.0	0.9	4	11
CCN(CC)c1ncnc2sc(C(=O)NCc3ccccn3)c(C)c12	-0.1	0.6	-8	-5
COc1ccc(/C=C/C(=O)Nc2ccc3sc(C)nc3c2)cc1	0.0	2.6	-24	2
CCC1(C)OC(=O)N(C2CC(C)(C)NC(C)(C)C2)C1(C)O (centres undefined)	0.2	-0.3	-12	-1
COc1ccc(NC(=O)C2OC3OC(C)(C)OC3C3OC(C)(C)OC23)cc1 (centres undefined)	0.2	-0.8	1	18
CCOC(=O)C(NC(C)=O)(Nc1ccc(S(=O)(=O)Nc2cc(C)nc(C)n2)cc1)C(F)(F)F (centres undefined)	-0.2	1.1	2	7
NC(=O)c1c(Nc2ccccc2Cl)sc(C(=O)c2ccccc2)c1N	0.3	-0.7	8	13
O=C(N/N=C/c1ccc(O)c(O)c1)c1nc2ccccc2c(=O)[nH]1	-0.8	0.5	-33	7
CCOC(=O)c1cccc(NC(=O)/C(C#N)=C\c2ccccc2)c1	0.1	0.8	1	7
CCCNC(=O)CCNC(=O)c1ccc(F)cc1	0.1	1.5	2	5
CCN(CC)C(=O)C(=O)Nc1ccc(Cl)cc1Cl	1.0	-0.5	-8	11
COc1ccccc1Oc1coc2cc(OC(=O)C(C)C)ccc2c1=O	0.0	0.9	-2	-4
Cc1ccc(N2C(=O)CC(N3CCN(Cc4ccc5c(c4)OCO5)CC3)C2=O)c(C)c1 (centres undefined)	0.1	0.2	3	13
Cn1c(=O)c2c(n3c(SCC(N)=O)nnc13)-c1ccccc1CC21CCCCC1	0.0	0.2	12	-3
COc1cc(CN2CCC(C3(CCc4ccccc4)NC(=O)NC3=O)CC2)cc(OC)c1 (centres undefined)	-0.1	1.1	-3	-4
O=C(CN1CCN(c2ccccc2)CC1)Nc1nccs1	0.0	-0.3	-10	-2

Profiles from above. Order of screens: FBW7 activator	GPR151 activ	TEAD-YAP block	MITF primary
`CCOC(=O)c1cccc(NC(=O)/C(C#N)=C\c2ccccc2)c1` as listed: 0.1	0.8	1	7
`NC(=O)c1c(Nc2ccccc2Cl)sc(C(=O)c2ccccc2)c1N` as listed: 0.3	-0.7	8	13
`C=CCc1cccc2cc(C(=O)Nc3sc(C(=O)OCC)c(C)c3C(=O)OCC)c(=O)oc12` as listed: 0.0	0.9	4	-2
`COc1ccc(/C=C/C(=O)Nc2ccc3sc(C)nc3c2)cc1` as listed: 0.0	2.6	-24	2
`CCN(CC)c1ncnc2sc(C(=O)NCc3ccccn3)c(C)c12` as listed: -0.1	0.6	-8	-5

Next part:
canonical_smiles	FBW7 activator	GPR151 activ	TEAD-YAP block	MITF primary
COC(c1ccccc1)c1nnc(CCC(=O)NCCC2=CCCCC2)o1 (centres undefined)	-0.1	0.4	-3	-8
Cc1cc(OC(=O)c2cccc([N+](=O)[O-])c2C)c([N+](=O)[O-])c(=O)[nH]1	0.0	0.0	6	6
CCOc1ccc(C(=O)N2CCCC(c3ncncc3-c3cc(C)no3)C2)o1 (centres undefined)	-0.1	-0.7	-3	-2
O=C(Nc1ccc2c(c1)OCCO2)C1CCCN(c2ncnc3c2nc2n3CCCCC2)C1 (centres undefined)	0.0	4.8	-8	0
Cc1c(Cc2ccc(Cl)cc2)c(NCCCn2ccnc2)n2c(nc3ccccc32)c1C#N	0.1	-1.0	16	-3
CN(C(=O)NC(=O)Nc1ccc(Cl)cc1Cl)S(C)(=O)=O	-0.1	0.0	4	2
COc1cc(Br)cc2c1OC1(C)CC2NC(=O)N1c1ccc(C)cc1 (centres undefined)	-0.1	1.0	2	-1
Nc1ncnc2c1ncn2C1CCC(CO)C(O)C1 (centres undefined)	0.0	0.1	-5	-3
CC(=O)Nc1ccc(S(=O)(=O)Nc2ccc(S(=O)(=O)N3CCCCC3)cc2)cc1	0.6	-1.8	1	8
O=C(/C=C/c1cc(Br)cs1)Nc1cccc2ncccc12	-0.2	-0.2	-10	11
Cc1cc(NC(=O)c2sc(Nc3ccccc3F)nc2N)on1	-0.2	-1.0	-47	6
O=c1oc2ccccc2c(O)c1Sc1ccc(Cl)cc1	0.8	1.1	-3	16
Cc1c(NC(=S)NC2CCCCCC2)c(=O)n(-c2ccccc2)n1C	0.1	3.6	6	0
Cc1ccc(C(=O)Nc2cnn(-c3ccc(C(=O)N4CCOCC4)cc3)c2)c(C)c1	0.0	1.5	-5	6
COc1ccc(/C=N/NC(=O)CCc2c[nH]c3ccccc23)cc1	-0.2	3.4	-10	-1
COc1ccc(CN2CCC(Oc3cccc(C(=O)N(C)CCN(C)C)c3)CC2)cc1	-0.1	-0.3	8	18
Cc1nc(N2CCC(NC3CCS(=O)(=O)C3)CC2)nc2cc3c(cc12)CCC3 (centres undefined)	0.1	2.3	-2	-17
CCOc1ccc2[nH]c(=O)c(CN(CCOC)C(=O)Nc3ccc(SC)cc3)cc2c1	-0.2	-1.1	-36	2
COc1ccc(-c2c(C)c3ccc(OS(C)(=O)=O)cc3oc2=O)cc1OC	0.2	0.6	4	-4
O=S(=O)(Nc1ccc2c(c1)N(S(=O)(=O)c1ccc(F)cc1)CCC2)c1ccccc1F	0.0	-1.3	-5	18

Further compounds
canonical_smiles	FBW7 activator	GPR151 activ	TEAD-YAP block	MITF primary
O=C(Nc1ccc2nn(-c3ccccc3)nc2c1)c1oc(=O)c2ccccc2c1-c1ccccc1	-0.2	-0.3	-3	-1
COc1ccc(Cl)cc1NC(=O)C1CC(=O)N(c2ccc(F)cc2)C1 (centres undefined)	-0.2	4.1	-3	0
O=C(NCc1ccccc1)c1cccc(NC2CCN(Cc3ccccc3)CC2)n1	0.1	1.3	7	25
COc1ccc(C(=O)CCNC(C(=O)O)C(C)O)cc1 (centres undefined)	0.5	-0.2	-1	7
CN(C)C(Cc1ccccc1)C(=O)C(C)(C)C (centres undefined)	-0.1	-0.7	-2	-3
CN(Cc1nc2ccccc2s1)C(=O)CSc1ccc2nnc(-c3cccnc3)n2n1	0.3	0.4	-5	17
COc1cccc(Oc2ncc(F)c(-c3cc(F)cc(N4CCOCC4)c3)n2)c1	-0.1	0.6	-6	-1
CCCNc1nc(-c2ccc(N3CCOCC3)nc2)nc2c1ncn2-c1ccccc1	0.2	-1.6	7	16
Fc1cccc2c1NC(c1ccc3c(c1)OCO3)C1CC=CC21 (centres undefined)	0.0	-0.2	9	-22
O=C(Nc1ccc2c(c1)OC(F)(F)O2)c1cc([N+](=O)[O-])ccc1Cl	-0.2	-0.4	68*	5
O=C(COC(=O)c1cc(-c2ccc(Cl)cc2)nc2ccccc12)c1ccc(Oc2c(Cl)cccc2[N+](=O)[O-])cc1	-0.2	-2.1	-7	-15
O=C(NC1CCN(Cc2ccccc2)CC1)C1CCN(c2nc3ccccc3[nH]c2=O)CC1	0.3	0.7	4	0
CCOC(=O)c1c(NC(=O)C(C)Oc2ccc(Cl)cc2Cl)sc2c1CCC2 (centres undefined)	0.3	1.8	2	-3
Cc1ccc(C(=O)CS(=O)(=O)O)cc1	-0.1	0.4	2	5
CC(C)(C)C1CCc2c(sc(NC(=O)COc3ccc(F)cc3)c2C(N)=O)C1 (centres undefined)	0.1	-0.3	3	1
CCN(CC)CCN(C(=O)c1ccn(C)n1)c1nc2c(F)cccc2s1	0.0	3.4	-1	-5
COCCN1CCCC(CNC(=O)Cn2nnnc2CN2CCCCCC2)C1 (centres undefined)	0.0	0.6	-13	16
CCOc1ccc(C(C)=O)cc1CSc1nnc(N)s1	0.1	-1.3	-2	-5
Oc1ccc(CNc2ccc(F)cc2)c2cccnc12	-1.2	-1.6	11	66*
O=C(NCCc1c[nH]c2ccccc12)/C(=C/c1cccs1)NC(=O)c1ccccc1	-0.1	-0.4	0	-2

Later entries.
compound,FBW7 activator,GPR151 activ,TEAD-YAP block,MITF primary
CN(C)CCNC(=O)c1cc(-c2ccncc2)nc2ccccc12,-0.2,-0.5,-8,4
FC(F)(F)c1ccc(Cn2cnc3c(Nc4ccc(Oc5ccccc5)cc4)nc(-c4ccccc4)nc32)cc1,0.3,0.4,-5,9
C=CCc1ccccc1OCC(O)CN1C(=O)c2ccccc2C1=O (centres undefined),0.1,1.2,-2,-11
COc1ccc(-c2nc(CN3CCC(C(=O)N4CCCC4)CC3)c(C)o2)cc1OC,0.0,-0.9,-2,7
Cn1c(-c2cccc(Cl)c2)cnc1NC(=O)c1cccc([N+](=O)[O-])c1,-0.1,0.6,-5,-1
CC1CCc2sc(NC(=O)c3ccccc3Oc3ccccc3)c(C(N)=O)c2C1 (centres undefined),-0.2,0.4,-6,4
C=C(C)CSc1[nH]c(=O)cc(C)c1C#N,0.5,0.9,-2,20
O=C(NCc1nnc2n1CCN(Cc1cccs1)CC2)c1ccccn1,-0.2,1.0,11,15
CC1(C)CC(=O)C2=C(C1)Nc1ccccc1N(C(=O)C1CC1)C2c1ccco1 (centres undefined),0.1,0.0,-12,-12
CCc1ccc2oc(-c3ccc(C)c(NC(=O)c4ccccc4I)c3)nc2c1,0.1,1.0,-27,-4
O=C(OCc1ccc([N+](=O)[O-])cc1)c1cc(Br)ccc1O,-0.1,1.3,-7,0
COc1ccc(NC(=O)CC(C)(C)C)cc1S(=O)(=O)N1CCCCC1,0.0,2.8,7,-3
COc1ccc(/C=C(\NC(=O)c2ccco2)C(=O)NC(CCSC)C(=O)O)cc1 (centres undefined),0.2,-0.2,-11,1
CC(C)NC(=O)C1CCN(C2CCN(Cc3ccc(F)cc3F)CC2)CC1,-0.1,1.0,5,7
Cc1ccc(OC(=O)c2cccc(C(=O)Oc3ccc(C)cn3)n2)nc1,-0.2,-0.4,-1,28
CC(=O)Nc1ccc(NC(=O)c2csc(-c3ccc(C(=O)NC4CC4)cc3)n2)cc1,-0.1,0.3,1,7
